MrgX1 antagonist – antagonists of human MrgX1 receptor, primary screen, HEK293 cells, Fluo-4 calcium flux | Mas-related G-protein coupled receptor member X1 (Homo sapiens), Q96LB2 | BAM8-22 antagonism; hits give low values | B-score at 10 µM | 1.3% of 310,000 active | AID 588676, 2011;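 active = calcium-response B-score plate-corrected more than 3 library SD below zero, starting fluorescence within 5 deviations, no agonist response on first addition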;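 note: peak minus trough fluorescence over baseline after final BAM8-22 challenge near maximal dose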
TRPC4 PAM – positive allosteric modulators of TRPC4, primary screen, cell-based, mouse TRPC4beta, HEK293 mu-opioid, Fluo-4 calcium. Short transient receptor potential channel 4 (Mus musculus), Q9QUQ5. DAMGO EC20, Fluo-4 Ca2+ flux; hits give high values. B-score at 10 µM. 0.42% of 310,000 active. AID 2227, 2009;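 active = B-score of calcium response area above 5 SD of library B-scores, with initial fluorescence ratio within 5 SD of library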;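 note: B-score of integrated fluorescence ratio over time as area under calcium response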
TRPC4 inh – inhibitors of mouse TRPC4 channel, primary screen, Fluo4 calcium, HEK293 TRPC4beta/mu-opioid cells; AID 2247, 2010; 0.39% of 300,000 active; B-score at 10 µM; DAMGO-evoked Fluo4 calcium flux; hits give low values; Short transient receptor potential channel 4 (Mus musculus), Q9QUQ5;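 active = B-score over 3 SD under the library average, no early fluorescence shift, positive overall ratio signal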
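Assay system: HEK293 cells with stable TRPC4beta plus mu-opioid receptor expression. Dosing: single dose. Measured by: Fluo4 Ca2+ flux fluorescence. Also added: DAMGO in two steps, submaximal then maximal. Read-out: B score from integrated Fluo4 fluorescence ratio.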
ANO1 activ – TMEM16A chloride channel activators or potentiators, primary screen, cell-based, HTS; Anoctamin-1 (Mus musculus), Q8BHY3; HEK293 TMEM16A/YFP-H148Q/I152L, iodide quench fluorescence; hits give low values; B-score at 10 µM; 0.3% of 340,000 active;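 active = fluorescence-ratio B-score plate-corrected deviation score at least 3 library SD below zero, with starting fluorescence score within 5 deviations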;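 note: channel opened by trigger with iodide after compound preincubation; score built on the fluorescence ratio of max minus min over baseline; more negative score means more quench and so TMEM16A activation or potentiation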
Target sequence (Q8BHY3 whole entry, looked up): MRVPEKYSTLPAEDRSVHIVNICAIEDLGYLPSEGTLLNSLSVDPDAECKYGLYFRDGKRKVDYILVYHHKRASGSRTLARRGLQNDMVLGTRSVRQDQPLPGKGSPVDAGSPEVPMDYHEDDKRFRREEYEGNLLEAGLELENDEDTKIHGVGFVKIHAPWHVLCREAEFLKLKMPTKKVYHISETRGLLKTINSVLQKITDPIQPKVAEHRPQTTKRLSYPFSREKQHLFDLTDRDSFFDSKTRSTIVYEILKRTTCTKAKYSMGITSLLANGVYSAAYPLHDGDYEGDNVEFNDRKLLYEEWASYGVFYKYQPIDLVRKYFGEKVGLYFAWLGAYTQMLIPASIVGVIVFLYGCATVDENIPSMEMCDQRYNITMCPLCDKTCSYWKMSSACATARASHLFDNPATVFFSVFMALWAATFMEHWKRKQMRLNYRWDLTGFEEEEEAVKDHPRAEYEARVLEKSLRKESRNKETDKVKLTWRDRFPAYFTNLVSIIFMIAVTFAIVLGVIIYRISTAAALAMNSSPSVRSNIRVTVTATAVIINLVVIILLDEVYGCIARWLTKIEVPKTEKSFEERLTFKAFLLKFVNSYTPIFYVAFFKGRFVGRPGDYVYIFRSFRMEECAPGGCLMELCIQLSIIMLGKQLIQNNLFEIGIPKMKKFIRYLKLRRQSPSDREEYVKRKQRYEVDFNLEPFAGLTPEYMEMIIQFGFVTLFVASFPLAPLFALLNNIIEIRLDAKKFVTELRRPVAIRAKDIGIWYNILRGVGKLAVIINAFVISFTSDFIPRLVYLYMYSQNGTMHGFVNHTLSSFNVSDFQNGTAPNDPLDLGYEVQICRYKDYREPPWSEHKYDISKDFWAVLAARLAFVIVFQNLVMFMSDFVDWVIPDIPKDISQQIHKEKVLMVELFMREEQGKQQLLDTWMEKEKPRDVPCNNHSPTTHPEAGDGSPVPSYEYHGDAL
MrgX1 PAM – positive allosteric modulators of MrgX1, primary screen, HEK293 cells, Fluo-4 calcium flux; 0.63% of 310,000 active; AID 588675, 2011; FDSS; hits give high values; B-score at 10 µM;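 active = plate-corrected calcium response at least 3 library SD above typical, normal starting fluorescence, not activating the receptor alone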;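 note: compound read alongside a low EC10 to EC30 dose of BAM8-22 agonist; peak minus trough fluorescence over baseline measured at the second addition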
TRPC6 inhibitor – mouse TRPC6 channel inhibitors, primary screen, cell-based, HEK293, membrane potential dye; ACh-evoked depolarization; hits give low values; 1.1% of 310,000 active; Short transient receptor potential channel 6 (Mus musculus), Q61143; B-score at 10 µM;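 active = B-score under library mean minus 3 SD, initial fluorescence not abnormally high, positive integrated signal ratio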;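 note: B-score derived from integrated fluorescence ratio over the kinetic read; more negative B-score means stronger inhibition of depolarization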
TMEM16A inh – TMEM16A chloride channel inhibitors, primary screen, cell-based, HTS; Anoctamin-1 (Mus musculus), Q8BHY3; HEK293 TMEM16A/YFP iodide influx fluorescence, ionomycin; normalized B-score (activity score, 25-100; higher = stronger inhibition) at 10 µM; 1.2% of 310,000 active; AID 588511, 2011;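 active = ratio plate-corrected score three or more library SD toward inhibition, starting fluorescence score within five deviations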;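 note: score derived from kinetic fluorescence span divided by baseline fluorescence per well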
TRPC6 activator – mouse TRPC6 channel activators, primary screen, cell-based, HEK293, membrane potential dye; Short transient receptor potential channel 6 (Mus musculus), Q61143; HEK293-TRPC6 membrane potential dye fluorescence; hits give high values; B-score at 10 µM; 0.13% of 310,000 active; AID 2550, 2010;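 active = B-score of the integrated fluorescence ratio above library mean plus 3 SD, and starting fluorescence ratio within library mean plus 5 SD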;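 note: higher score means more depolarization so channel activation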
SKKanGAS inh – S. pyogenes SKKanGAS growth inhibitors in kanamycin, primary screen, streptokinase expression inhibitor project, SKKanGAS strain, BacTiter-Glo luminescence; 6 h; inhibition, % at 7.5 µM; 1.3% of 300,000 active; AID 1662, 2009;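 active = mean replicate score, as percent of positive control median, at least 50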;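 note: strain carries kanamycin resistance gene driven by streptokinase promoter and grows in 40 µg/ml kanamycin; loss of luminescence reflects streptokinase promoter inhibition or plain growth inhibition; 0% = median of DMSO wells and 100% = positive control at its reference dose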
MrgX1 agonist – agonists of human MrgX1 receptor, primary screen, HEK293 cells, Fluo-4 calcium flux. Mas-related G-protein coupled receptor member X1 (Homo sapiens), Q96LB2. Fluo-4 calcium fluorescence, agonist mode; hits give high values. B-score at 10 µM. 0.44% of 310,000 active;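 active = calcium response B-score plate-corrected fluorescence ratio at least 3 library SD, with starting fluorescence B-score inside 5 SD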
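System: HEK293 cells stably expressing human MrgX1 receptor; Dosing: test compound in the initial addition of three; Schedule: overnight plating, then 30 min 37 °C plus 30 min room-temperature dye loading; Detection: kinetic calcium dye fluorescence, Fluo-4 NW; Controls: per-plate positive and negative controls for Z′ factor.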
TRPC4 agonist – activators of mouse TRPC4 channel, primary screen, Fluo4 calcium, HEK293 TRPC4beta/mu-opioid cells. Short transient receptor potential channel 4 (Mus musculus), Q9QUQ5. Fluo4 calcium fluorescence; hits give high values. B-score at 10 µM. 0.49% of 310,000 active;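 active = B-score above 5 SD of library B-scores, and initial fluorescence ratio not above library mean plus 5 SD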;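 note: positive B-score marks a calcium rise read as TRPC4 activation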
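Material: TRPC4beta and mu-opioid receptor HEK293 stable cells | Incubation: 45 min room-temperature Fluo4 loading, 110 s read | Detection: Kinetic Fluo4 calcium fluorescence | Measure: Integrated baseline-normalised fluorescence ratio, converted to per-well B score | Benchmarks: Low control buffer alone, high control maximal DAMGO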
Active calls of the source: *; i = inactive; x = not tested or not shown.

SMILES	MrgX1 antagonist	TRPC4 PAM	TRPC4 inh	ANO1 activ	MrgX1 PAM	TRPC6 inhibitor	TMEM16A inh	TRPC6 activator	SKKanGAS inh	MrgX1 agonist	TRPC4 agonist
Cc1ccc(N(CC(=O)NCc2ccc(F)cc2)C(=O)c2ccco2)cc1C	i	i	i	i	i	i	i	i	-1	i	i
O=C(NCc1ccccc1)Nc1cccn(Cc2ccccc2F)c1=O	i	i	i	i	i	i	i	i	-2	i	i
CC(CCN1C(N(C)C)=NC[C@@H]1C)c1ccccc1 (stereo partly specified)	i	x	x	i	i	x	i	x	x	i	x
N#C/C(=C\c1ccc([N+](=O)[O-])o1)c1nc2ccccc2[nH]1	-4.5*	i	i	x	i	i	i	i	31	i	i
COc1ccc(N2C(=O)C(CC(=O)O)S/C2=N\N=C\c2cccs2)cc1 (stereo unspecified)	i	i	i	i	i	i	i	i	0	i	i
Cc1cccc(C)c1OCC(=O)Nc1cccc(-c2nnc(-c3ccccc3)o2)c1	i	i	i	i	i	i	i	i	44	i	i
CCC(=O)c1ccc(-c2ccccc2)cc1	i	i	i	i	i	i	i	i	-11	i	i
Cc1ccccc1S(=O)(=O)Nc1ncnc2ccccc12	i	i	i	i	i	i	i	i	0	i	i
Cc1cc(C)cc(NC(=S)N2CC(C)OC(C)C2)c1 (stereo unspecified)	i	i	i	i	i	i	i	i	x	i	i
CCC(c1nnnn1C(C)(C)C)N(Cc1cccs1)Cc1cc2cc(C)c(C)cc2n2nnnc12 (stereo unspecified)	i	i	i	x	i	i	i	i	6	i	i
COc1ccc(COCC(O)CN2CCC(C(N)=O)CC2)cc1OC (stereo unspecified)	i	i	i	i	i	i	i	i	5	i	i
O=C(Nc1nccs1)c1ccc(N2C(=O)C3CCCCC3C2=O)cc1 (stereo unspecified)	i	i	i	i	i	i	i	i	x	i	i
Cc1cc2oc(=O)c3c(c2cc1OC(=O)c1ccco1)CCCC3	i	i	i	i	i	i	i	i	1	i	i
COC(C/C=C/[C@@H](O)[C@@H](C)OCc1ccccc1)OC	i	i	i	i	i	i	i	i	-1	i	i
C[C@H](O)C(=O)C1=Nc2c(nc(N)[nH]c2=O)NC1	i	x	x	i	i	x	i	x	x	i	x
O=C(CSc1ncccc1C(=O)O)NC12CC3CC(CC(C3)C1)C2	i	i	i	i	i	i	i	i	6	i	i
OCCN1CCN(CC/C=C2/c3ccccc3CSc3ccccc32)CC1	i	i	i	i	i	i	i	i	4	i	i
NC(=O)c1cc(S(=O)(=O)Nc2ccccc2)cs1	i	i	i	i	i	i	i	i	-3	i	i
CC1CCN(S(=O)(=O)c2ccc(NC(=O)Cc3cccs3)cc2)CC1	i	i	i	i	i	i	i	i	5	i	i
COc1ccc(N2CCN(S(=O)(=O)c3c(C(=O)N4CCOCC4)c(C)n(C)c3C)CC2)cc1	i	i	i	i	i	i	i	i	0	i	i
CCOc1cc(-c2c(C#N)c(=O)[nH]c3c2c(C)nn3-c2ccc(F)cc2)ccc1O	i	i	i	i	i	i	i	i	14	i	i
CCCCc1nccn1CCn1ccnc1CCCC	i	i	i	i	i	i	i	i	-7	i	i
Cc1nc2ccccn2c1-c1csc(Nc2cccc(O)c2)n1	x	i	i	i	x	i	x	i	7	x	i
COc1ccc(NC(=O)CSc2nc3sc(C)c(C)c3c(=O)n2Cc2ccco2)cc1	i	i	i	i	i	i	i	i	-3	i	i
CC1CC(C)(C)N2C(=O)C3(Nc4ccccc4S3)c3cccc1c32 (stereo unspecified)	i	i	i	i	i	i	i	i	14	i	i
Continuation.
SMILES	MrgX1 antagonist	TRPC4 PAM	TRPC4 inh	ANO1 activ	MrgX1 PAM	TRPC6 inhibitor	TMEM16A inh	TRPC6 activator	SKKanGAS inh	MrgX1 agonist	TRPC4 agonist
Cc1ccc(-c2nnnn2-c2ccccc2C(=O)O)cc1	i	i	i	i	i	i	i	i	0	i	i
COc1ccc(OC)c(C(=O)/C=C/c2cccnc2)c1	i	i	i	i	i	i	i	i	-7	i	i
O=C(Oc1ccc(/C=N/NC(=O)c2ccccn2)cc1)c1cccc(Br)c1	i	i	i	i	i	i	i	i	6	i	i
CCc1c(O)nc(SCC(=O)N2CCOCC2)n(-c2ccccc2)c1=O	i	i	i	i	i	i	i	i	1	i	i
CCN(CC1CCCN(CCc2cccc(F)c2)C1)C(=O)c1cc2ccccc2o1 (stereo unspecified)	i	i	i	i	i	i	i	i	-2	i	i
COc1ccc(N2CCN(C(CNC(=O)C(C)(C)C)c3cccnc3)CC2)cc1 (stereo unspecified)	i	i	i	i	i	i	i	i	-1	i	i
CN(Cc1ccccc1)C(=O)COC(=O)c1ccc(S(=O)(=O)N(C)C)cc1	i	i	i	i	i	i	i	i	5	i	i
CCC(C(=O)OCC(=O)Nc1cc(Cl)ccc1Cl)c1ccccc1 (stereo unspecified)	i	i	i	i	i	i	25*	i	0	i	i
O=C(Cn1cnc2c(nnn2Cc2ccccc2)c1=O)c1ccc(Cl)cc1	i	i	i	i	i	i	i	i	-18	i	i
CCC12CN3CC(CC)(CN(C1)C31C(=O)N(C)c3ccc(C)cc31)C2=O (stereo unspecified)	i	i	i	i	i	i	i	i	3	i	i
COCCNC(=O)CSc1nc2ccccc2c(=O)n1CC1CCCO1 (stereo unspecified)	i	i	i	i	i	i	i	i	6	i	i
CCOc1ccc(/C(O)=C2/C(=O)C(=O)N(c3ncccn3)C2c2ccccc2)cc1 (stereo unspecified)	i	i	i	i	i	i	i	i	0	i	i
CCOC(=O)CC(=O)CSCC(=O)Nc1ccc(C)cc1	i	i	i	i	i	i	i	i	7	i	i
CN(CC1CCOCC1)C(=O)CC1C(=O)NCCN1Cc1cccc(F)c1 (stereo unspecified)	i	i	i	i	i	i	i	i	0	i	i
COC(=O)CCn1nc(-c2ccc(C)cc2)c2ccccc2c1=O	i	i	i	i	i	i	i	i	-5	i	i
COc1cccc(CNC(=O)Cn2cccc2)c1	-9.8*	i	i	i	i	i	i	i	1	i	i
COc1ccc2c(c1)N(C)/C(=C1/SC(=NCc3ccccc3)N(c3ccccc3)C1=O)S2	i	i	i	i	i	-6.5*	i	i	-5	i	i
COC(=O)c1sc(N2C(=O)c3oc4ccccc4c(=O)c3C2c2cccc(O)c2)nc1C (stereo unspecified)	i	i	i	i	i	i	i	i	16	i	i
Cc1cccc(OCC(=O)Nc2ccc(S(=O)(=O)N3CCCC3)cc2)c1	i	i	i	i	i	i	i	i	3	i	i
O=C(CCC(=O)N(CC(=O)NC1CCCC1)Cc1ccc2c(c1)OCO2)Nc1ccccn1	i	i	i	i	i	i	i	i	0	i	i
CCn1cc(Cl)c(C(=O)Nc2c(C)nn(Cc3c(F)c(F)c(F)c(F)c3F)c2C)n1	x	i	i	i	x	i	x	i	-4	x	i
CCCCn1c2ccc(F)cc2c2nnc(SCCN3CCCCC3)nc21	x	i	i	i	x	-5.6*	x	i	0	x	i
Cn1c(=O)c2c(ncn2CC(=O)N/N=C/C=C/c2ccccc2[N+](=O)[O-])n(C)c1=O	i	i	i	x	i	i	i	i	1	i	i
NS(=O)(=O)c1ccc(NC(=O)CCc2ccccc2)cc1	i	i	i	i	i	i	i	i	4	i	i
CCCCn1c(-c2csc3c2CCC(C)C3)n[nH]c1=S (stereo unspecified)	i	i	i	i	i	i	i	i	1	i	i
New compounds follow
SMILES	MrgX1 antagonist	TRPC4 PAM	TRPC4 inh	ANO1 activ	MrgX1 PAM	TRPC6 inhibitor	TMEM16A inh	TRPC6 activator	SKKanGAS inh	MrgX1 agonist	TRPC4 agonist
CCn1cc(-c2ccccc2)c(C(=O)O)c1-c1ccc(OC)cc1	i	i	i	i	i	i	i	i	-3	i	i
C=CCOc1ccc(/C(O)=C2\C(=O)C(=O)N(CCOC)C2c2cccnc2)cc1 (stereo unspecified)	i	i	i	i	i	i	i	i	-17	i	i
O=C1CCCC2=C1C(c1ccncc1)Nc1ccccc1N2 (stereo unspecified)	i	i	i	i	i	i	i	i	2	i	i
CCOCCOCCC(C(=O)OCC)P(=O)(c1ccccc1)c1ccccc1 (stereo unspecified)	i	i	i	i	i	i	i	i	-2	i	i
COC(=O)c1[nH]c2cccc(C)c2c1NC(=O)CN1CCN(C(=O)c2ccco2)CC1	i	i	i	i	i	i	i	i	1	i	i
O=C(NCC(=O)N(c1cccnc1)C(C(=O)NCc1ccco1)c1ccccc1)c1ccco1 (stereo unspecified)	i	i	i	i	i	i	i	i	3	i	i
COc1ccccc1NC(=O)C1=C(C)Nc2ncnn2C1c1cccs1 (stereo unspecified)	i	i	i	i	i	i	i	i	10	i	i
O=C(Oc1ccc(C(=S)N2CCOCC2)cc1)c1cccc([N+](=O)[O-])c1	i	i	i	i	i	i	i	i	6	i	i
COC(=O)c1ccc(Oc2nc(NC(C)C)nc(NC(C)C)n2)cc1	i	i	i	i	i	i	i	i	-4	i	i
CCC1=Nc2cc(C(=O)NCc3ccco3)ccc2Sc2ccccc21	i	i	i	i	i	i	i	i	10	i	i

MrgX1 antagonist, hit marks shown above
structure	MrgX1 antagonist	TRPC4 PAM	TRPC4 inh	ANO1 activ	TRPC6 activator	MrgX1 agonist
N#C/C(=C\c1ccc([N+](=O)[O-])o1)c1nc2ccccc2[nH]1	-4.5*	i	i	x	i	i
COc1cccc(CNC(=O)Cn2cccc2)c1	-9.8*	i	i	i	i	i

Compounds were not picked by outcome; any-hit rate near 6.7%.
